Source: PubChem
MCF10A rerep: induces DNA re-replication in MCF 10a normal breast cells; MCF 10A DNA re-replication, Hoechst nuclear intensity, 48 h; Potency, µM (top dose mostly 46.1 µM), for the others: top-dose activity, positive = re-replication, actives largely listed as activators; 350,000 compounds, 2.9% hits; AID 624296; also: % of control where 0% means no effect; nearly all actives have a fitted effect of over 50% in size
S2 tox: viability counter-screen for ATXN expression inhibitors | S2 cells (HEK-293 line with an ATXN2-luciferase reporter) viability, CellTiter-Fluor protease fluorescence, 24 h | Potency, µM (series often up to 56.7 µM), usual class: cytotoxic | 400,000 compounds, 0.49% hits | AID 651635; also: nearly all actives have a fitted effect of over 40% in size
ATXN2 expr inh: reduces ATXN2 reporter expression in HEK-293 cells; HEK-293 ATXN2-luciferase reporter, luminescence, 24 h; Potency, µM (doses to about 57 µM), for the others: at the top dose activity change, negative = inhibition, most hits filed as inhibitors; 360,000 compounds, 0.72% hits; also: % is scaled to controls: 0 for no effect and ±100 for the full control effect; nearly all actives have a fitted effect of over 55% in size
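ATXN2-luciferase reporter cells (luciferase flanked by upstream and downstream ATXN2 gene portions) were treated 24 h at 37 °C with compounds at up to 57 uM. SteadyGlo luminescence gave expression; GF-AFC fluorescence gave viability.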
EPAC2 antag: EPAC2 (human) antagonism | EPAC2 GEF exchange of Rap1B-BODIPY-GDP, fluorescence | 360,000 compounds, 0.18% hits | AID 720708 | Potency, µM (doses to about 114 µM), without a hit: at the top dose activity, negative = inhibition, usual class: inhibitors; also: % is scaled to controls: 0 for no effect and ±100 for the full control effect; nearly all actives have a fitted effect of over 45% in size; many of its hits are not listed in these tables
Target sequence (Q8WZA2 whole entry, looked up): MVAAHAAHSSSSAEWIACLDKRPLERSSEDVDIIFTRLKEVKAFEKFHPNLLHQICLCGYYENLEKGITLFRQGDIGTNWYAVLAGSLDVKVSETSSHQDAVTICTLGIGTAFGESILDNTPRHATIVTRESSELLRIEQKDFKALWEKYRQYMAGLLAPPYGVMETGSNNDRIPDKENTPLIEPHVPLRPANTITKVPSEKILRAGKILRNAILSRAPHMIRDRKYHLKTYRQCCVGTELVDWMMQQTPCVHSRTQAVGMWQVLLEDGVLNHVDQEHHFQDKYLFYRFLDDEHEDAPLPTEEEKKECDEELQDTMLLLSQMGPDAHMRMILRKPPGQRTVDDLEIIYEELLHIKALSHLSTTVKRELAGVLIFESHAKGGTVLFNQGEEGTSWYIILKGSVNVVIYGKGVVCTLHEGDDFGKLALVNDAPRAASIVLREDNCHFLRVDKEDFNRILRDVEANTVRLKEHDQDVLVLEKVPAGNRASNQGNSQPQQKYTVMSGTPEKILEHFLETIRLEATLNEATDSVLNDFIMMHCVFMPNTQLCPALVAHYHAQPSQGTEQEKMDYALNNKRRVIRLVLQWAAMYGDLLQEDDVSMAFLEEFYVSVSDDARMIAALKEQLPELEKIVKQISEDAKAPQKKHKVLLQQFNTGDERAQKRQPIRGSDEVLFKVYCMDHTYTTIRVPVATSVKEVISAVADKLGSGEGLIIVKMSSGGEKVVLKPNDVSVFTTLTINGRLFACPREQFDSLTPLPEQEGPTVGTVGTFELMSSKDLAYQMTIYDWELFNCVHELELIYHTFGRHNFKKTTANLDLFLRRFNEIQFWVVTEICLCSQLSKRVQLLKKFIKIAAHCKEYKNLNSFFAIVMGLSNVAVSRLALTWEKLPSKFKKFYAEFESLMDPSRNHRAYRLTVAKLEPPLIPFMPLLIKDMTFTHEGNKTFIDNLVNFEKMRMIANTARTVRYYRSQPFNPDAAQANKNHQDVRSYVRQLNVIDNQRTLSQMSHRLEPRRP
TGFb SMAD3 inh: inhibitors of TGF-b signaling | HepG2 CAGA-GFP TGF-b/SMAD3 reporter, GFP fluorescence, 18 h; TGF-beta stimulated, 500 pg/mL final | Potency, µM (top dose mostly 46.1 µM), without a hit: top-dose activity, negative = inhibition, hits mostly inhibitors | 410,000 compounds, 1.2% hits; also: % is scaled to controls: 0 for no effect and ±100 for the full control effect; nearly all actives have a fitted effect of over 65% in size
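HEPG2 CAGA-GFP cells (1000/well, DMEM with 1% FBS) were pre-incubated 2 h at 37 degrees C, given compound by pin tool, then stimulated with TGF-beta at 500 pg/mL final for 18 h before per-cell GFP fluorescence imaging.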
HepG2 tox: HepG2 cytotoxicity, counter-screen for TGF-b inhibitors. HepG2 CAGA-GFP viability, ATP luminescence, 18 h. Potency, µM (highest dose often 46.1 µM), inactives show at the highest dose activity change, negative = cytotoxicity, most hits filed as cytotoxic. 410,000 compounds, 0.76% hits; also: some results filed as inactive show a strong effect at the top dose
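HepG2 CAGA-GFP cells (1000/well, DMEM with 1% FBS) received compound, then TGF-beta at 500 pg/mL final, and were incubated 18 hours at 37 degrees C. Viability was read by CellTiter-Glo luminescence. Media-only wells were set as complete cell-killing and DMSO as no toxicity.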
Nrf2 ARE act: activators of Nrf2 (ARE) signaling; AREc32 ARE-luciferase reporter (MCF7-derived line), luminescence, 24 h; Potency, µM (top dose mostly 46.1 µM), for inactives: at the top dose activation, actives largely listed as activators; 410,000 compounds, 0.31% hits; AID 624171; also: % of control where 0% means no effect; nearly all actives have a fitted effect of over 65% in size
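Each well held 1000 AREc32 cells, which were incubated with compound for 24 hr at 37 deg C after overnight attachment, and ARE reporter activity was quantified by firefly luciferase luminescence.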
A549 tox: counter-screen for Nrf2 inhibitors: cytotoxicity in A549 cells; A549 ARE-Fluc cells, CellTiter-Fluor viability, 18-24 h; Potency, µM (series often up to 46 µM), for inactives: at the top dose activity change, negative = cytotoxicity, most hits filed as inhibitors; 390,000 compounds, 0.16% hits; also: % is scaled to controls: 0 for no effect and ±100 for the full control effect
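A549 ARE-Fluc cells in 5% FBS OPTI-MEM, 5000 cells/well, rested 2 h then exposed to compounds in concentration-response for 18-24 h at 37 °C. Viability by CellTiter-Fluor fluorescence (Ex 405/Em 525) after 30 min; luciferase luminescence (BugLite, 15 min, RT) read afterwards.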
Nrf2 inh: inhibitors of Nrf2 signaling; 360,000 compounds, 2.1% hits; Potency, µM (highest dose often 46 µM), for the others: at the top dose activity change, negative = inhibition, usual class: inhibitors; A549 ARE-Fluc reporter, luciferase luminescence, 18-24 h; AID 504444; also: % is scaled to controls: 0 for no effect and ±100 for the full control effect; nearly all actives have a fitted effect of over 60% in size
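A549 ARE_Fluc cells, 5000/well, 5% FBS OPTI-MEM; compounds in dose-response, 18-24 h at 37 °C/5% CO2; CellTiter-Fluor viability read (Ex 405/Em 525), then BugLite luciferase luminescence = Nrf2 activity.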
The depositor's hits bear a star; i = inactive; u = inconclusive; x = no result given; & = joins results of further samples; [ ] = another dose, or the depositor's remark. Calls follow the shape of the dose curve; as a rule, active = well fitted curve in the direction sought with a large enough effect; inconclusive = small, poorly fitted or top-dose-only effect, or another doubt; inactive = no such curve, though single readings can be large; an effect the other way counts as inactive or inconclusive. Potency is read from the fitted curve at half-maximal effect. This is a subset; rates above refer to the full screens.

molecule	MCF10A rerep	S2 tox	ATXN2 expr inh	EPAC2 antag	TGFb SMAD3 inh	HepG2 tox	Nrf2 ARE act	A549 tox	Nrf2 inh
COc1ccc(C)cc1NS(=O)(=O)c1cc2c3c(c1)CC(=O)N3CCC2	x	x	x	x	-2%	-14%	1.2%	0%	x
Cc1ccc(CC(=O)Nc2ccc(S(=O)(=O)N3CCOCC3)cc2)cc1C	-4%	i	x	0%	-4%	-28%	-0.4%	-1%	u
Clc1ccc(-c2nnc(-c3ccccc3)nc2-c2c[nH]c3ccccc23)cc1	3%	i	-30%	10%	-21%	4%	2.6%	-1%	u
CC(=O)N1C(C)(C)CC(=NOC(=O)c2ccccc2)CC1(C)C	2%	i	x	4%	0%	4%	-0.2%	-1%	u
CCOc1ccc(NN=C(C(=O)OC)C(=O)OC)c([N+](=O)[O-])c1	-1%	i	11%	-1%	17%	4%	0.7%	-8%	-10%
CCc1ccc(NC(=O)CSc2ccc(-c3ccccn3)nn2)cc1	12µM*	u	u	5%	u	-6%&-16%	5.7%&-0.6%	u	21µM*
CC(=O)c1ccc(OCC(O)CN2CCN(CCO)CC2)cc1 (configuration not stated)	1%	i	0%	2%	-19%	2%	-0.6%	6%	u
CCc1n[nH]c(=S)n1/N=C/c1ccc(-c2ccc(Br)cc2)o1	18µM*	u	x	0%	u	-72%	-0.4%	1%	2%
CCN1CCN(C(=O)C(C)Oc2ccc(S(=O)(=O)N3CCCC3)cc2C(N)=O)CC1 (configuration not stated)	1%	i	5%	1%	6%	5%	0.1%	-1%	1%
CCCOc1ccc(NC(=O)OC2CCN(C)CC2)cc1	u	i	16%	7%	-8%	-25%	-0.5%	-1%	15%
O=[N+]([O-])c1cc(Cl)cc(/C=N\Nc2ccccn2)c1O	u	u	7.1µM*	7%	u	-44%	0.1%	u	u
CCn1cc(C(=O)O)c(=O)c2cc(F)c(N3CCN(C(=S)Nc4ccccc4OC)CC3)cc21	0%	i	x	5%	0%	-81%	-0.1%	0%	1%
Cc1cc(C(=O)Nc2ccc(Cl)cc2)c2ccccc2n1	-7%	i	3%	3%	0%	-18%	2.7%[9.22 µM]	7%	-18%
CCC(NC(=O)Nc1nccs1)(C(F)(F)F)C(F)(F)F	4%	i	-5%	0%[57.1 µM]	-7%	0%	2.9%	-7%	-25%
CCn1cc([C@@H]2C[C@H]3CN(Cc4cccc(Cl)c4)C(=O)[C@]34CCCN24)cn1	-5%	i	0%	-3%	14%	8%	0.4%	0%	-2%
CCOc1ccc(NC(=O)CN(c2ccc(OC)c(OC)c2)S(=O)(=O)c2ccc(C)cc2)cc1	3%	i	4%	-6%	4%	-20%	0.2%	0%	14%
Cc1ccsc1C(=O)N1CCC1(C)C(=O)NCc1cccnc1 (configuration not stated)	x	i	10%	-2%	10%	10%	0.6%	x	x
C[C@H]1CN([C@@H](C)CO)C(=O)CCCn2cc(nn2)CO[C@@H]1CN(C)S(=O)(=O)c1ccc2ccccc2c1	x	u	-12%	-10%	3%	-3%	-0.9%	x	x
CC1(NC(=O)NCc2ccco2)CCS(=O)(=O)C1 (configuration not stated)	16%	i	x	2%	0%	-11%	-0.3%	-10%	1%
COc1ccc(OC)c(C(=O)NC(CC(N)=O)c2ccc(N3CCN(c4ccc(F)cc4)CC3)c([N+](=O)[O-])c2)c1 (configuration not stated)	-2%	u	-24%	14%	-1%	-10%	5.6%	1%	2%
O=C(NCc1ccccc1)c1onc(CSc2ccc(F)cc2)c1C(=O)NCCCN1CCOCC1	u	u	5%	-17%	-1%	-23%	3.8%	-13%	17%
O=C(Nc1ccc([N+](=O)[O-])cc1)c1ccc(S(=O)(=O)N2CCCC2)cc1	-15%	i	-4%	1%	0%	-26%	-0.2%	-10%	-5%
Cn1cccc1/C=C1\SC(=S)N(CC(=O)O)C1=O	4%	u	-2%	-10%	32%[activator]	-1%	-0.6%	-23%	20%
Cc1cccc(C)c1NC(=O)Cn1nnc(-c2ccc(N3CCOCC3)cc2)n1	1%	x	u	8%	11%	6%	-0.4%	-10%	u
CC(C)C[C@H]1CN([C@@H](CC(C)C)CN2CCC[C@@H]2CN2C(=O)C(=O)NC[C@@H]2Cc2ccccc2)C(=O)C(=O)N1CC1CCCCC1	u	u	-34%	-18%	18µM*	-38%	2.6%	-17%	2%

An excerpt from above in order of formula weight, rising:
molecule	MCF10A rerep	S2 tox	ATXN2 expr inh	EPAC2 antag	TGFb SMAD3 inh	HepG2 tox	Nrf2 ARE act	A549 tox	Nrf2 inh
CCC(NC(=O)Nc1nccs1)(C(F)(F)F)C(F)(F)F	4%	i	-5%	0%[57.1 µM]	-7%	0%	2.9%	-7%	-25%
CCOc1ccc(NN=C(C(=O)OC)C(=O)OC)c([N+](=O)[O-])c1	-1%	i	11%	-1%	17%	4%	0.7%	-8%	-10%
COc1ccc(C)cc1NS(=O)(=O)c1cc2c3c(c1)CC(=O)N3CCC2	x	x	x	x	-2%	-14%	1.2%	0%	x
O=C(Nc1ccc([N+](=O)[O-])cc1)c1ccc(S(=O)(=O)N2CCCC2)cc1	-15%	i	-4%	1%	0%	-26%	-0.2%	-10%	-5%
Clc1ccc(-c2nnc(-c3ccccc3)nc2-c2c[nH]c3ccccc23)cc1	3%	i	-30%	10%	-21%	4%	2.6%	-1%	u
CCN1CCN(C(=O)C(C)Oc2ccc(S(=O)(=O)N3CCCC3)cc2C(N)=O)CC1 (configuration not stated)	1%	i	5%	1%	6%	5%	0.1%	-1%	1%
CCn1cc(C(=O)O)c(=O)c2cc(F)c(N3CCN(C(=S)Nc4ccccc4OC)CC3)cc21	0%	i	x	5%	0%	-81%	-0.1%	0%	1%
O=C(NCc1ccccc1)c1onc(CSc2ccc(F)cc2)c1C(=O)NCCCN1CCOCC1	u	u	5%	-17%	-1%	-23%	3.8%	-13%	17%

Other compounds follow.
molecule	MCF10A rerep	S2 tox	ATXN2 expr inh	EPAC2 antag	TGFb SMAD3 inh	HepG2 tox	Nrf2 ARE act	A549 tox	Nrf2 inh
CCn1ccnc1CN1CCN(CCC(C)C)C(CCO)C1 (configuration not stated)	-1%	i	-7%[11.3 µM]	2%	5%	5%	-0.5%	-1%	11%
CC(C)(C)NC(=O)c1ccccc1NC(=O)C1CC(=O)N(C2CCCCC2)C1 (configuration not stated)	0%	i	34%[activator]	9%	-14%	-28%	2.6%	7%	-5%
COc1cc(CNc2ncnc3c2ncn3[C@H]2CN(Cc3ccc(-c4ccccc4)cc3)C[C@@H](CO)O2)cc(OC)c1OC	x	u	u	27%	u	-18%	-0.2%	x	x
O=c1[nH]c(-c2ccccc2F)nc2c1sc(=S)n2Cc1ccccc1	-8%	i	x	2%	-3%	-7%	-0.4%	9%	u
COCC(=O)N1CCCC(C)(C(=O)Nc2cccc(Oc3ccccc3)c2)C1 (configuration not stated)	x	i	9%	-7%	-2%	10%	0.5%	x	x
CCCNC(=O)c1ccc2c(=O)c(O)c(-c3ccc(Cl)c([N+](=O)[O-])c3)[nH]c2c1	-56%[inhibitor]	u	0%	2%	7.1µM*	-4%	3.0%	1%	-2%
Cc1cc(C)cc(C(=O)Nc2cccc(-c3nc4ncccc4o3)c2C)c1	x	x	x	x	10%	3%	0.0%	0%	12%
CCOC(=O)c1c(C)[nH]c(C(=O)OCC(=O)N2CCCC2=O)c1C	-2%	u	16%	13%	u	-7%	2.4%	-3%	17%
CCOc1ccc(OCC)c(NC(=O)CN(c2ccc(C)cc2)S(=O)(=O)c2c(C)noc2C)c1	-3%	i	-3%	-7%	-1%	19%	-0.5%	-8%	-25%
O=C(c1cc(S(=O)(=O)N2CCCCC2)c(Cl)cc1N1CCOCC1)N1CCOCC1	-9%	i	-10%	7%[57.1 µM]	-8%	10%	0.2%	-9%	3%
CCN(c1ccc(NC(=O)c2ccc(Cl)nc2)cc1)C(C)C	3%	i	-30%	10%	0%	-12%	18%	1%	8%
CC1CCN(S(=O)(=O)c2cc(C(=O)NCc3ccc(N(C)C)cc3)n(C)c2)CC1	x	i	-3%	x	-1%	-5%	3.2%	0%	x
COc1ccc(NC(=O)CC(NC(C)c2ccccc2)C(=O)O)cc1 (configuration not stated)	1%	u	x	-2%	13%	0%	0.0%	1%	u
Cc1noc(/C=C/c2cccs2)c1S(=O)(=O)N1CCC(C(=O)NCc2ccccc2Cl)CC1	x	x	x	x	-6%	-23%	0.6%	-2%	-6%
CCCCNC(=O)COC(=O)c1cc(F)c(F)cc1Cl	-3%	i	-3%	-4%	-8%	1%	-0.6%	-9%	18%
O=C(CCC(=O)N1CCN(C2CCCCC2)CC1)Nc1nnc(C(F)(F)F)s1	1%	i	8%	11%	u	-7%	0.2%	0%	0%
CCN(CC(=O)NC(C)C)C(=O)[C@H](C)NC(=O)c1ccc(Br)cc1	0%	i	-16%	1%	-10%	26%	-0.3%	-20%	-4%
COc1ccc(C2=NOC3(CC(=O)N(c4ccc5ccccc5c4)C3=O)C2)c(OC)c1 (configuration not stated)	-21%	i	2%	-4%	0%	1%	-0.5%	8%	x
CCOC(=O)CC(NC(=O)CCc1c(C)nc2c(c1C)c(=O)n(C)c(=O)n2C)c1ccc(OCC)c(OC)c1 (configuration not stated)	x	i	4%	x	9%	9%	0.1%	-2%	11%
O=C(Nc1ccccc1)Nc1cc([N+](=O)[O-])ccc1F	13%	i	3%	-1%	5%	-5%	20%	-8%	-6%
Cc1ccc(Oc2nc3ccccn3c(=O)c2/C=C(\C#N)C(=O)Nc2c(C)n(C)n(-c3ccccc3)c2=O)cc1	6%	i	27%	1%	-12%	-8%	6.2%	-5%	18%
